Bioassay records (PubChem BioAssay)
LANA DNA inh: inhibitors of KSHV C-LANA binding to DNA, primary screen, biochemical, fluorescence polarization, FAM-LBS DNA, MBP-C-LANA, single point; Kaposi's sarcoma herpesvirus LANA C-terminal domain (residues 932-1162) DNA binding; inhibition, % at 9 µM; hit rate 0.078% among 340,000;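 active means highest replicate inhibition at or above 60% at 9 µM, even if other replicates fall short; inactive means all replicates below 60% inhibition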;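 further: 0% = neutral control wells and 100% = 4 µM acridine orange control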
MOR-DOR ag: agonists of OPRM1-OPRD1 heterodimerization, primary screen, cell-based, luminescence; activation, % at 9.3 µM; AID 504326, 2011; cells; Mu-type opioid receptor (Homo sapiens) + Delta-type opioid receptor (Homo sapiens), …; hit rate 0.3% among 340,000; in the data active means activation above about 18%;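 further: 0% = vehicle-treated cells and 100% = reference agonist; values of inactives mirror those of a sister screen read the other way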
Target sequence (P35372 whole entry, looked up): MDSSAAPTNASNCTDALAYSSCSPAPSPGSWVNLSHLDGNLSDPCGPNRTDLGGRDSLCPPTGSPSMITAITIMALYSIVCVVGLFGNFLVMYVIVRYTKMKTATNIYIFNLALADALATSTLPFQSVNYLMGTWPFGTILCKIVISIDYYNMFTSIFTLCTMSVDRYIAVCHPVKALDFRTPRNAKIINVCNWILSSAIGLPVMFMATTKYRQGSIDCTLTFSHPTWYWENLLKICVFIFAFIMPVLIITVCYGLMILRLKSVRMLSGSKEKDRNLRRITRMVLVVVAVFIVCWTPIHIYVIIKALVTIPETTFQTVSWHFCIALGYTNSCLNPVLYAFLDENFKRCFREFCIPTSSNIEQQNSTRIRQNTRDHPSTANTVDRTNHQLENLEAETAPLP
Target sequence (P41143 whole entry, looked up): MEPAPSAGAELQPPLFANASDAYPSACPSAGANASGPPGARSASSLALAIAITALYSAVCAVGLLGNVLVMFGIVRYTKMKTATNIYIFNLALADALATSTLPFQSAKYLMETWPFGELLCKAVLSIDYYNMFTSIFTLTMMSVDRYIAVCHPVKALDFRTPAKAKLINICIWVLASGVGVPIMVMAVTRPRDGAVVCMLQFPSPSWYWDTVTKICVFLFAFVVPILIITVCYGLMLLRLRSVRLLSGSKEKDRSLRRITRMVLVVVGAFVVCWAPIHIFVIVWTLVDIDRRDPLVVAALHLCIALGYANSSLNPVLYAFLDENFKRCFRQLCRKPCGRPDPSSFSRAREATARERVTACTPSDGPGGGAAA
V-ATPase pH: regulators of yeast V-ATPase proton pumping, primary screen, pHLuorin cytosolic pH fluorescence. hit rate 0.37% among 350,000. S. cerevisiae. response, % at 10 µM; in the data active means response mostly above about 7.3%, no sharp cut-off; inactive means mostly below about 5.4%; further: actives read high; inactives centre near 0; some compounds called inactive have numbers as strong as hits; reference of the scale not given here
RTF Ca sens inh: cardiac RTF calcium sensitivity inhibitors, primary screen, biochemical, IANBD-TnC fluorescence, EC70 calcium. Troponin I, cardiac muscle (Homo sapiens) + Troponin T, cardiac muscle (Homo sapiens) + …. inhibition, % at 7.15 µM. IANBD-labeled cardiac RTF, Ca2+ fluorescence. hit rate 0.12% among 340,000. AID 493244, 2011;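 active means inhibition above the mean inhibition of all tested compounds plus 3 SD, cut at about 17% in these data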;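 further: assay run at fixed EC70 calcium of 1.6 mM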
HTR5A ag: HTR5A agonists in luminescence cell assay, primary screen, counter-screen for OPRM1-OPRD1 heterodimer agonist project, full-deck HTS | cell-based | activation, % at 9.3 µM | hit rate 0.61% among 340,000 | AID 504692, 2011; in the data active means activation mostly above about 9.5%, no sharp cut-off; inactive means mostly below about 7.6%;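 further: 0% = cells with vehicle only and 100% = reference agonist; strong numbers were not always called active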
RTF Ca sens act: cardiac RTF calcium sensitivity activators, primary screen, biochemical, IANBD-TnC fluorescence, EC20 calcium; Troponin I, cardiac muscle (Homo sapiens) + Troponin T, cardiac muscle (Homo sapiens) + …; IANBD-labeled TnC RTF fluorescence at EC20 calcium; 0% EC20 calcium, 100% full calcium; activation, % at 7.2 µM; hit rate 0.24% among 340,000;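 active means activation above the mean over all tested compounds plus 3 SD, cut at about 30% in these data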;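 further: rise in fluorescence read as greater calcium sensitivity of cardiac thin filaments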
CAL-PDZ inh HTS: untagged CAL PDZ binding inhibitors, primary screen, biochemical, fluorescence polarization, HTS. Golgi-associated PDZ and coiled-coil motif-containing protein (Homo sapiens), Q9HD26. purified CAL PDZ, TMR-peptide fluorescence polarization, 1 h. inhibition, % at 24.9 µM. hit rate 0.92% among 300,000. AID 602252, 2012;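 active means mean inhibition of at least 30% with at least half of replicates also reaching 30%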;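 further: 0% = DMSO neutral control and 100% = excess unlabeled competitor peptide PRC23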
OPRM1-OPRD1 inv: inverse agonists of MOR-DOR heterodimerization, primary screen, cell-based, luminescence. Mu-type opioid receptor (Homo sapiens) + Delta-type opioid receptor (Homo sapiens), …. cell-based MOR-DOR heterodimer luminescence, inverse agonism. inhibition, % at 9.3 µM. hit rate 0.21% among 340,000. AID 504357, 2011; in the data active means inhibition above about 22%, passing the limit was not always enough;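 further: 0% = cells with DMSO and 100% = wells without cells with DMSO; values of inactives mirror those of a sister screen read the other way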
Keap1 Nrf2 FP: Keap1-Nrf2 protein-protein interaction inhibitors, primary screen, biochemical, fluorescence polarization, single point; Kelch-like ECH-associated protein 1 (Homo sapiens), Q14145; Keap1 Kelch-Nrf2 peptide fluorescence polarization, 1536-well; inhibition, % at 9.4 µM; hit rate 0.15% among 340,000; in the data active means inhibition above about 12%;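 further: human Keap1 Kelch domain with fluorescein labeled Nrf2 9mer peptide probe; 0% = neutral control wells and 100% = peptide positive control; higher means more block of Keap1 binding to Nrf2 peptide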
HTR5A inv ctr: HTR5A inverse agonists in luminescence cell assay, primary screen, counter-screen for OPRM1-OPRD1 heterodimer inverse agonist project, full-deck HTS; hit rate 0.083% among 340,000; inhibition, % at 9.3 µM; HTR5A cell line, inverse agonism; in the data active means inhibition mostly above about 23%, no sharp cut-off; inactive means mostly below about 18%;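 further: 0% = cells with DMSO and 100% = no-cell wells with DMSO; some compounds called inactive have numbers as strong as hits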
Numbers without * were called inactive; . = not tested or not shown.

[1] Cc1c(CC(=O)O)c(=O)oc2cc3occ(-c4ccc(F)cc4)c3cc12
[2] CCc1noc(N)c1C(=O)Nc1ccc(Cl)cc1
[3] COCCN(C(=O)CCC(=O)Nc1ccccn1)C(C(=O)NC(C)(C)C)c1ccc(OC)cc1 (stereo not drawn)
[4] COc1ccc(Cl)cc1NC(=O)CN(C)CC(=O)Nc1ccc(C)cc1Br
[5] CCN(CC)CCNc1ccc(Cl)cc1[N+](=O)[O-]
[6] O=C(NC(O)C(=O)c1ccccc1)c1cccs1 (stereo not drawn)
[7] Cc1ccc(C(=O)N2CCN(c3ncccn3)CC2)o1
[8] COc1cc2c(cc1OC)CN(CC(=O)NC(=O)NCc1ccccc1)CC2

| screen / no. | 1 | 2 | 3 | 4 | 5 | 6 | 7 | 8 |
| --- | --- | --- | --- | --- | --- | --- | --- | --- |
| LANA DNA inh | -3.7 | -1.0 | 0.9 | 0.2 | -0.7 | -1.5 | -1.0 | -1.9 |
| MOR-DOR ag | -1.5 | -0.7 | -0.5 | 1.0 | -4.1 | -2.5 | -2.3 | -1.5 |
| V-ATPase pH | 2 | -2 | 3 | 0 | -1 | -4 | 2 | 6 |
| RTF Ca sens inh | 2 | 4 | -3 | 2 | -4 | -6 | -18 | -2 |
| HTR5A ag | -5 | 1 | 4 | -1 | 5 | -4 | 0 | -2 |
| RTF Ca sens act | -6 | -3 | -2 | -7 | -1 | 2 | 7 | 4 |
| CAL-PDZ inh HTS | -4 | -1 | 8 | 16 | 2 | . | 6 | -1 |
| OPRM1-OPRD1 inv | 7 | 3 | 3 | -5 | 21 | 13 | 13 | 7 |
| Keap1 Nrf2 FP | -4 | 2 | -4 | 0 | 2 | -2 | -4 | -10 |
| HTR5A inv ctr | 19 | -3 | -16 | 3 | 3 | 12 | 10 | 8 |

Full records from above. Values in the order: LANA DNA inh, MOR-DOR ag, V-ATPase pH, RTF Ca sens inh, HTR5A ag, RTF Ca sens act, CAL-PDZ inh HTS, OPRM1-OPRD1 inv, Keap1 Nrf2 FP, HTR5A inv ctr
`Cc1c(CC(=O)O)c(=O)oc2cc3occ(-c4ccc(F)cc4)c3cc12` as listed: -3.7, -1.5, 2, 2, -5, -6, -4, 7, -4, 19
`CCN(CC)CCNc1ccc(Cl)cc1[N+](=O)[O-]` as listed: -0.7, -4.1, -1, -4, 5, -1, 2, 21, 2, 3

Following part.
[9] CS(=O)(=O)N(CC(=O)N1CCN(c2ccccc2)CC1)C1CCCCC1
[10] COc1cccc(-c2nn(-c3ccc(C)cc3)cc2C(=O)NCC2CCCO2)c1 (stereo not drawn)
[11] CCN(CCCNC(=O)CC1Oc2ccc(C)cc2NC1=O)Cc1ccccc1 (stereo not drawn)
[12] Cc1nn(-c2ccccc2)c(N2CCCCC2)c1/C=N/NC(=O)c1ccncc1
[13] CCN(CC)S(=O)(=O)c1ccc(OC)c(NC(=O)c2ccc(=O)[nH]c2)c1
[14] O=C(NNC(=S)Nc1ccc(F)cc1F)c1ccco1
[15] COc1cc2c(cc1OC)CN(C(=O)CSc1n[nH]c(N)n1)CC2
[16] Cc1cnc([N+](=O)[O-])n1CCOC(=O)c1cccc(F)c1

| screen / no. | 9 | 10 | 11 | 12 | 13 | 14 | 15 | 16 |
| --- | --- | --- | --- | --- | --- | --- | --- | --- |
| LANA DNA inh | -0.5 | -0.9 | 0.5 | -0.8 | 1.4 | -0.5 | -1.1 | -0.5 |
| MOR-DOR ag | -0.1 | 0.0 | -0.7 | -3.0 | -0.1 | -2.9 | 1.1 | -2.4 |
| V-ATPase pH | -3 | 2 | 3 | -1 | -5 | 3 | 0 | 0 |
| RTF Ca sens inh | -1 | -9 | -3 | -6 | 4 | -14 | -2 | -7 |
| HTR5A ag | 3 | -3 | -4 | 6 | 1 | -3 | 0 | 0 |
| RTF Ca sens act | -2 | -11 | -1 | -1 | 7 | 0 | 8 | -2 |
| CAL-PDZ inh HTS | -1 | . | -3 | -1 | -3 | -7 | . | -1 |
| OPRM1-OPRD1 inv | 1 | 0 | 3 | 15 | 1 | 16 | -6 | 11 |
| Keap1 Nrf2 FP | 0 | -3 | -1 | -3 | 1 | 4 | -4 | -2 |
| HTR5A inv ctr | -4 | 3 | 10 | 16 | -2 | -6 | 0 | -1 |

[17] O=C1c2ccccc2[C@@H]2C[C@@H](O)[C@H](Nc3cccc(Cl)n3)CCN12
[18] O=C(NC1CCN(Cc2ccccc2)CC1)c1cccc(Br)c1
[19] CNC1(c2nnnn2-c2ccccc2C)CCOC(C)(C)C1 (stereo not drawn)
[20] CCc1cc(OCCN2C(=O)NC(C)(C)C2=O)ccc1Cl
[21] O=C(COC(=O)c1cc2ccccc2cc1O)NC(=O)NCc1ccco1
[22] Nc1cc(S(=O)(=O)N2CCCCC2)ccc1Oc1ccccc1
[23] CCOC(=O)c1c(-c2ccc(C)cc2C)csc1NC(=O)CSc1nnnn1C
[24] COc1ccc(C2SCC(C(=O)O)N2C(C)=O)cc1 (stereo not drawn)
[25] O=C(Nc1ccccc1)C(=O)Nc1ccc2c(c1)N(C(=O)C1CC1)CCC2
[26] O=C(C(c1ccccc1)c1ccccc1)N1CCN(Cc2ccccn2)CC1
[27] Cc1nc(N2CCC(C)CC2)c2c(C)c(C(=O)Nc3ccc(C)c(F)c3)sc2n1

| screen / no. | 17 | 18 | 19 | 20 | 21 | 22 | 23 | 24 | 25 | 26 | 27 |
| --- | --- | --- | --- | --- | --- | --- | --- | --- | --- | --- | --- |
| LANA DNA inh | -0.8 | 1.7 | 1.1 | 0.9 | 2.5 | 0.3 | -0.8 | -1.9 | 0.2 | -0.9 | 0.5 |
| MOR-DOR ag | -2.0 | 1.3 | -1.6 | -1.3 | 7.7 | -0.1 | 3.8 | -1.8 | 1.1 | -4.0 | -0.3 |
| V-ATPase pH | 3 | -1 | -4 | 4 | -1 | -3 | 0 | -6 | -2 | -4 | 1 |
| RTF Ca sens inh | -2 | 0 | 2 | 0 | -1 | -6 | -4 | 2 | 0 | -1 | -10 |
| HTR5A ag | 0 | 0 | 2 | 2 | 4 | 2 | 0 | -4 | 4 | 5 | -2 |
| RTF Ca sens act | 2 | -1 | 0 | -2 | 5 | -3 | 8 | -8 | -1 | -7 | 0 |
| CAL-PDZ inh HTS | 5 | -2 | -21 | 5 | . | -2 | -1 | -2 | -3 | 31* | -3 |
| OPRM1-OPRD1 inv | 10 | -6 | 8 | 6 | -41 | 0 | -22 | 10 | -7 | 17 | 2 |
| Keap1 Nrf2 FP | 0 | -7 | 6 | -1 | -1 | 1 | -5 | -1 | -1 | -4 | 1 |
| HTR5A inv ctr | -1 | 0 | -7 | -3 | -2 | -5 | 22 | 18 | -12 | 6 | 8 |

Five of the entries above in order of their number in Keap1 Nrf2 FP, ascending:
item | compound | Keap1 Nrf2 FP
23 | CCOC(=O)c1c(-c2ccc(C)cc2C)csc1NC(=O)CSc1nnnn1C | -5
26 | O=C(C(c1ccccc1)c1ccccc1)N1CCN(Cc2ccccn2)CC1 | -4
20 | CCc1cc(OCCN2C(=O)NC(C)(C)C2=O)ccc1Cl | -1
27 | Cc1nc(N2CCC(C)CC2)c2c(C)c(C(=O)Nc3ccc(C)c(F)c3)sc2n1 | 1
19 | CNC1(c2nnnn2-c2ccccc2C)CCOC(C)(C)C1 (stereo not drawn) | 6

Some of these compounds in order of heavy-atom count, highest first:
[23] CCOC(=O)c1c(-c2ccc(C)cc2C)csc1NC(=O)CSc1nnnn1C
[21] O=C(COC(=O)c1cc2ccccc2cc1O)NC(=O)NCc1ccco1
[19] CNC1(c2nnnn2-c2ccccc2C)CCOC(C)(C)C1 (stereo not drawn)

| screen / no. | 23 | 21 | 19 |
| --- | --- | --- | --- |
| LANA DNA inh | -0.8 | 2.5 | 1.1 |
| MOR-DOR ag | 3.8 | 7.7 | -1.6 |
| V-ATPase pH | 0 | -1 | -4 |
| RTF Ca sens inh | -4 | -1 | 2 |
| HTR5A ag | 0 | 4 | 2 |
| RTF Ca sens act | 8 | 5 | 0 |
| CAL-PDZ inh HTS | -1 | . | -21 |
| OPRM1-OPRD1 inv | -22 | -41 | 8 |
| Keap1 Nrf2 FP | -5 | -1 | 6 |
| HTR5A inv ctr | 22 | -2 | -7 |

Compounds were not picked by outcome; 2.8% or so of the library scored in one or more.
